Screening results (PubChem)
aGlu spleen mod – inhibits or activates alpha-glucosidase in human spleen homogenate | P10253 | human spleen homogenate, 4-MU-alpha-glucoside fluorescence | Potency, µM (series often up to 79.9 µM), inactives show at the highest dose activity change, negative = inhibition, hits mostly inhibitors | 240,000 tested, 0.006% active;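 also: potency is read from the fitted curve at half-maximal effect; 0% = enzyme with vehicle and -100% = no enzyme basal signal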
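Enzyme source: human spleen homogenate, 1 ug/well. Buffer 50 mM citric acid/K phosphate pH 5.0, 0.01% Tween-20. 4-MU-alpha-glucoside 1 mM; 37 C x 40 min; NaOH/glycine stop; fluorescence.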
GAA inh – inhibitors of human lysosomal alpha-glucosidase | P10253 | purified human GAA, 4-MU-alpha-glucoside fluorescence | Potency, µM (highest dose often 76.9 µM), for the others: at the highest dose activity change, negative = inhibition, actives largely listed as inhibitors | 200,000 tested, 0.005% active | AID 1466;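 also: potency is read from the fitted curve at half-maximal effect; plate controls were uninhibited enzyme wells for no effect and no-enzyme background for full effect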
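Fluorescence at Ex 365/Em 440 nm from 4-methylumbelliferone reported enzyme activity after 20 min at room temperature. Reactions used 4 nM enzyme and 400 uM substrate at pH 5.0; curves fitted with the Hill equation.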
GAA glycogen mod – inhibitors or activators of human alpha-glucosidase glycogen cleavage | P10253 | recombinant GAA, glycogen substrate, Amplex Red glucose oxidase fluorescence | Potency, µM (series often up to 76.4 µM), inactives show top-dose activity change, negative = inhibition, actives largely listed as inhibitors | 300,000 tested, 0.38% active | AID 2100;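 also: potency is read from the fitted curve at half-maximal effect; 0% = full enzyme reaction and -100% = no-enzyme basal signal; the screen sought inhibitors and activators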
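qHTS, 1536-well; enzyme 4 nM final; cpd up to 77 uM; substrate bovine liver glycogen 30 ug; 50 mM citrate/phosphate pH 5.0, 0.01% Tween-20; 37 C, 40 min; Amplex Red detection 45 min RT; Hill fit → AC50.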
HTT aggregate – mutant huntingtin aggregation inhibition. PC12 HttQ103-GFP aggregates, Acumen cytometry, 40 h. Potency, µM (titrated, usually from 46.1 µM), inactives show at the top dose activity change, negative = inhibition, actives largely listed as inhibitors. 220,000 tested, 1.1% active. AID 1688; also: potency is read from the fitted curve at half-maximal effect; % is scaled to controls: 0 for no effect and ±100 for the full control effect; nearly all actives have a fitted effect of over 60% in size
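Ecdysone-promoter PC12 model expressing HTT exon 1 Q103 fused to GFP, induced by tebufenozide at 100 nM final. Compounds titrated; aggregates sized 1–25 µm scored on a 488 nm laser cytometer.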
CBFb RUNX1 block – CBF-beta/RUNX1 interaction disruption; Q01196+Q13951; AlphaScreen CBFb-His/RUNX1-biotin binding, biochemical; Potency, µM (top dose mostly 59.8 µM), for inactives: at the top dose activity, negative = inhibition, actives largely listed as inhibitors; 230,000 tested, under 10 active; also: % of control where 0% means no effect
Target sequence (Q01196 whole entry, looked up): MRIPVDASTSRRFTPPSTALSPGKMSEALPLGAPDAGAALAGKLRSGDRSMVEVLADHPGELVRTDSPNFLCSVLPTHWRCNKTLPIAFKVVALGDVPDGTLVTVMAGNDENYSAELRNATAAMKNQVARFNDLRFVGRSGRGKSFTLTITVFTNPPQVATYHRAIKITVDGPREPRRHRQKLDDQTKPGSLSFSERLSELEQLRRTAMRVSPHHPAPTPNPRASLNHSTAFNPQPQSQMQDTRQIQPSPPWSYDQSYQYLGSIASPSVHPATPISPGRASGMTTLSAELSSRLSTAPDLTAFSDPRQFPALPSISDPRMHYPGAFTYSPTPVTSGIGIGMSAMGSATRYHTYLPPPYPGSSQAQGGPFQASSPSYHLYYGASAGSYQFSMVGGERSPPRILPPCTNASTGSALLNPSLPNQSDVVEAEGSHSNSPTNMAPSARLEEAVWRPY
Target sequence (Q13951 whole entry, looked up): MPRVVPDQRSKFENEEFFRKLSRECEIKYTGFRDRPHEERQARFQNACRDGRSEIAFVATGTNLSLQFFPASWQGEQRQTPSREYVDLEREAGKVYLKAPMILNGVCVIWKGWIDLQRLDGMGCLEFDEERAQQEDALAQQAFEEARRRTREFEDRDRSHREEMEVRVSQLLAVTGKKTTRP
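AlphaScreen proximity signal reports loss of binding between His-tagged CBF-beta and biotin-labelled RUNX1, each at 30 nM. Proteins are pre-associated for 20 minutes, compounds added for 15 minutes, then beads for 90 minutes, all at ambient temperature.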
HTT ATP protect – Huntington cell model cytoprotection by ATP luminescence; PC12 HTT-Q103 induced, cytoprotection, ATP luminescence, 40 h; Potency, µM (series often up to 56.4 µM), without a hit: cytoprotection (ATP increase), most hits filed as activators; 230,000 tested, 0.14% active;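 also: potency is read from the fitted curve at half-maximal effect; % of control where 0% means no effect; nearly all actives have a fitted effect of over 45% in size; toxic huntingtin expression switched on by the ecdysone agonist tebufenozide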
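PC12 cells stably carrying ecdysone-inducible Htt exon 1 (Q103)–GFP were induced with 100 nM tebufenozide (final) alongside library compounds in a dose series. Cytoprotection was scored as retained ATP by ATPlite luminescence.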
LMNA splice mod – modulators of lamin A splicing | HeLa LMNA splicing GFP/RFP minigene ratio, 48 h | Potency, µM (doses to about 46.1 µM), without a hit: at the top dose ratio change, negative = inhibition, most hits filed as inhibitors | 200,000 tested, 0.01% active; active = well fitted inhibition curve with a large enough effect in the signal ratio, with a control signal flat, not every such curve was filed as active; inconclusive = small, poorly fitted or top-dose-only effect, or effect the other way, or a change in a side signal; the % refers to the signal ratio; also: potency is read from the fitted curve at half-maximal effect; % is scaled to controls: 0 for no effect and ±100 for the full control effect
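S3 HeLa stable clones carrying a lamin A-EGFP splicing minigene plus DsRed2 were seeded at 600 cells/well in Opti-MEM with 2% FBS, pin-dosed and incubated 48 h at 37°C. Acumen cytometry (488 nm) gave the GFP/RFP total-intensity ratio.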
* marks the source's active call; other numbers are inactive results; & = joins results of further samples; [ ] = dose if it differs, or a comment. Unless noted, calls follow the shape of the dose curve; as a rule, active = well fitted curve in the direction sought with a large enough effect; inconclusive = small, poorly fitted or top-dose-only effect, or another doubt; inactive = no such curve, though single readings can be large; an effect the other way counts as inactive or inconclusive.

Results for COc1ccccc1CNc1ccnc(-c2ccccc2CN(C)C)n1 ?
aGlu spleen mod: 1.6%; HTT ATP protect: 4.0%; LMNA splice mod: -8.9%

How did CC(NC(=O)c1ccccc1N)c1ccccc1 (stereo not drawn) do in these assays?
aGlu spleen mod: -4.3%; GAA inh: 7.7%; GAA glycogen mod: 15.7%; HTT aggregate: 13.9%; CBFb RUNX1 block: 2.3%; HTT ATP protect: -16.7%

How did Clc1ccc2nc(N3CCNCC3)nc(-c3ccccc3)c2c1 do in these assays?
aGlu spleen mod: -5.0%; GAA inh: -2.0%; GAA glycogen mod: 1.6%; HTT aggregate: 20.4%; CBFb RUNX1 block: 22.5%; HTT ATP protect: -111.5%[inhibitor]; LMNA splice mod: inconclusive

Results for COC(=O)c1sccc1NC(=O)CSCCc1ccccn1 ?
aGlu spleen mod: -2.8%; GAA inh: -5.5%; GAA glycogen mod: 7.0%; HTT aggregate: 5.5%; CBFb RUNX1 block: 1.4%; HTT ATP protect: -34.1%; LMNA splice mod: 8.8%[46 µM]

How did COc1cccc(C2C(C#N)=C(N)Oc3cc(N)ccc32)c1OC (stereo not drawn) do in these assays?
aGlu spleen mod: inconclusive; GAA inh: 5.7%; GAA glycogen mod: 4.5%; HTT aggregate: 4.3%; CBFb RUNX1 block: 11.3%; LMNA splice mod: 0.8%

How did CC(=O)OC(C)C[N+](C)(C)C (stereo not drawn) do in these assays?
aGlu spleen mod: -9.0%&8.5%&-15.2%; GAA inh: 3.7%[15.4 µM]; GAA glycogen mod: 2.2%; HTT aggregate: -11.7%; CBFb RUNX1 block: 5.3%&14.6%&7.2%; HTT ATP protect: -7.7%; LMNA splice mod: -0.8%&-11.6%

What do the screens show for `Cc1nn(-c2ccccc2)c(C)c1/C=N/NC(=O)c1cccs1`?
aGlu spleen mod: 3.8%; GAA inh: -6.9%; GAA glycogen mod: -6.8%; HTT aggregate: 1.3%; CBFb RUNX1 block: 3.3%; HTT ATP protect: 10.0%[10 µM]; LMNA splice mod: inconclusive

How did N#Cc1cc2[nH]c3ccccc3c2[n+](-c2ccc([N+](=O)[O-])cc2)c1N do in these assays?
aGlu spleen mod: 2.3%; GAA inh: -8.9%; GAA glycogen mod: -1.1%; HTT aggregate: -7.3%; CBFb RUNX1 block: 4.0%; HTT ATP protect: inconclusive

What do the screens show for `CCCc1nc2c(sc3nc4c(cc32)COC(C)(C)C4)c(=O)n1CCN(C)C`?
GAA inh: -0.5%; GAA glycogen mod: 3.2%; HTT aggregate: -4.5%; CBFb RUNX1 block: 10.8%; HTT ATP protect: -17.1%

What do the screens show for `CCc1nnc(NC(=O)C2(C)COC(c3ccccc3)OC2)s1` (stereo not drawn)?
aGlu spleen mod: 1.3%; GAA inh: inconclusive; GAA glycogen mod: 4.3%; HTT aggregate: -13.1%; CBFb RUNX1 block: 3.8%; HTT ATP protect: 3.2%

Results for O=C(Cc1ccccc1)Nc1ccccc1Oc1ccccc1 ?
aGlu spleen mod: 4.4%; GAA inh: inconclusive; GAA glycogen mod: 8.7%; HTT aggregate: 6.3%; CBFb RUNX1 block: 18.3%; HTT ATP protect: 4.6%[0.074 µM]; LMNA splice mod: inconclusive

What do the screens show for `CCN(CC)C(=O)n1cnc(-c2ccccc2)c1-c1ccccc1`?
aGlu spleen mod: 0.6%; GAA inh: 2.1%; GAA glycogen mod: 6.9%; HTT aggregate: 4.1%; CBFb RUNX1 block: 0.9%; LMNA splice mod: inconclusive

Results for CC(c1nnnn1C(C)(C)C)N(Cc1cccnc1)Cc1ccccc1Cl (stereo not drawn) ?
aGlu spleen mod: 1.1%; GAA inh: -4.2%; GAA glycogen mod: 4.7%; HTT aggregate: -3.1%; CBFb RUNX1 block: 5.4%; HTT ATP protect: 15.9%; LMNA splice mod: 0.3%

How did COc1ccc(C(=O)COC(=O)CCN=C2NS(=O)(=O)c3ccccc32)cc1OC do in these assays?
aGlu spleen mod: 3.8%; GAA inh: 1.6%; GAA glycogen mod: 5.9%; HTT aggregate: 4.9%; CBFb RUNX1 block: -4.7%; HTT ATP protect: -3.4%[10 µM]; LMNA splice mod: 1.8%

How did COC(=O)c1ccc(NC(=O)COc2ccc(S(=O)(=O)NC(C)C)cc2)cc1 do in these assays?
aGlu spleen mod: 1.9%; GAA inh: -6.9%; GAA glycogen mod: 0.4%; HTT aggregate: -15.3%; CBFb RUNX1 block: 1.6%; HTT ATP protect: -4.3%[0.074 µM]; LMNA splice mod: -5.4%

How did O=C(CSc1nc2ccccc2c(=O)n1NC(=O)Cc1ccccc1)NCc1ccccc1Cl do in these assays?
aGlu spleen mod: -27.7%; GAA inh: -7.0%; GAA glycogen mod: -2.8%; HTT aggregate: 1.2%; CBFb RUNX1 block: 3.9%; HTT ATP protect: -22.8%; LMNA splice mod: -0.6%

How did O=C(N/N=C/c1ccc(F)cc1)c1c(O)c2ccccc2[nH]c1=O do in these assays?
aGlu spleen mod: -2.3%; GAA inh: -9.4%; GAA glycogen mod: 8.8%; HTT aggregate: 3.55µM*; CBFb RUNX1 block: 3.9%; HTT ATP protect: -50.6%[inhibitor][10 µM]; LMNA splice mod: -11.6%

How did CN(C)CCCNCCCN do in these assays?
aGlu spleen mod: -2.9%; CBFb RUNX1 block: 0.6%[21.7 µM]; HTT ATP protect: -83.1%[inhibitor]

Results for CCCOc1ccc(C(=O)Nc2c[nH]c(=O)[nH]c2=O)cc1 ?
aGlu spleen mod: -2.0%; GAA inh: 0.4%; GAA glycogen mod: -4.4%; HTT aggregate: 8.6%; CBFb RUNX1 block: -1.2%; HTT ATP protect: -4.5%[10 µM]; LMNA splice mod: -7.1%

What do the screens show for `O=C1/C(=C/c2ccncc2)SC(=S)N1Cc1ccccc1`?
aGlu spleen mod: -9.9%; GAA glycogen mod: -16.4%; HTT aggregate: 10.1%[9.22 µM]; CBFb RUNX1 block: -15.1%; HTT ATP protect: -14.1%[10 µM]

How did CN(c1ccccc1)S(=O)(=O)c1ccc(C(=O)Nc2nnc(C3CC3)o2)cc1 do in these assays?
aGlu spleen mod: -2.1%; GAA inh: -7.8%; GAA glycogen mod: -6.5%; HTT aggregate: inconclusive; CBFb RUNX1 block: -7.6%; HTT ATP protect: 24.7%[10 µM]; LMNA splice mod: inconclusive

Results for Cc1c(C(=O)O)cnc2c([N+](=O)[O-])cnn12 ?
aGlu spleen mod: -19.3%; GAA inh: -8.2%; GAA glycogen mod: 0.6%; HTT aggregate: 11.9%; CBFb RUNX1 block: 6.1%; LMNA splice mod: -7.5%[46 µM]

Results for Cc1cc(C(=O)COC(=O)c2cc(Cl)ccc2N)c(C)n1Cc1ccco1 ?
aGlu spleen mod: 3.1%; GAA inh: inconclusive; GAA glycogen mod: 2.9%; HTT aggregate: 23.3%; CBFb RUNX1 block: -1.0%; HTT ATP protect: -6.0%[10 µM]; LMNA splice mod: 9.4%

Results for Cc1ccc2[nH]c(-c3ccccc3)cc(=O)c2c1 ?
aGlu spleen mod: -2.8%; GAA inh: 0.9%; GAA glycogen mod: 10.0%; HTT aggregate: -12.1%; CBFb RUNX1 block: 8.4%; HTT ATP protect: -50.9%[inhibitor][10 µM]; LMNA splice mod: inconclusive

What do the screens show for `O=C(CCN1CCN(c2ccccc2F)CC1)Nc1ccc2c(c1)OCO2`?
aGlu spleen mod: -9.7%; GAA inh: -0.4%; GAA glycogen mod: 7.8%; HTT aggregate: -16.0%[9.22 µM]; CBFb RUNX1 block: -6.9%; HTT ATP protect: -18.0%; LMNA splice mod: -3.7%

What do the screens show for `Cc1ccc(CN2C(=O)CCC2C(=O)NCCCN2CCCCC2C)cc1` (stereo not drawn)?
aGlu spleen mod: 0.8%; GAA inh: -5.1%; GAA glycogen mod: inconclusive; HTT aggregate: -11.4%; CBFb RUNX1 block: 5.5%; HTT ATP protect: 6.3%; LMNA splice mod: 3.5%[0.0737 µM]

Results for Cc1ccc(N(CC(=O)N/N=C/c2ccc(OC3CSC3)cc2)S(=O)(=O)c2ccccc2)cc1 ?
aGlu spleen mod: -4.6%; GAA inh: -8.0%; GAA glycogen mod: 2.4%; HTT aggregate: -6.4%; CBFb RUNX1 block: 10.9%; HTT ATP protect: 3.9%[10 µM]; LMNA splice mod: 9.7%

Results for Cc1ccc(NC(=O)C2CCN(S(=O)(=O)c3ccccc3)CC2)cc1 ?
aGlu spleen mod: 3.0%; GAA inh: 8.6%; GAA glycogen mod: 1.3%; HTT aggregate: 1.9%[9.22 µM]; CBFb RUNX1 block: 2.3%; HTT ATP protect: 16.0%[10 µM]; LMNA splice mod: -2.7%[46 µM]

What do the screens show for `Brc1ccc(C2=NC(Cc3ccccc3)CO2)cc1` (stereo not drawn)?
aGlu spleen mod: 4.3%; GAA inh: 6.0%; GAA glycogen mod: 8.6%; HTT aggregate: 12.4%; CBFb RUNX1 block: 0.3%[2.36 µM]; LMNA splice mod: 10.2%

Results for Cc1cccc(NC(=S)NC2CC3C=CC2C3)c1 (stereo not drawn) ?
aGlu spleen mod: 0.7%; GAA glycogen mod: -3.3%; HTT aggregate: -1.4%[9.22 µM]; CBFb RUNX1 block: 15.6%; HTT ATP protect: -0.4%[10 µM]

Results for CO/N=C\c1cc(C(=O)c2ccc(Cl)cc2Cl)cn1C ?
aGlu spleen mod: 1.2%; GAA inh: -7.4%; GAA glycogen mod: 2.6%; HTT aggregate: -8.4%; CBFb RUNX1 block: -10.6%; HTT ATP protect: 2.2%[10 µM]; LMNA splice mod: 7.5%[46 µM]

What do the screens show for `CCc1cc(=O)oc2cc(C)cc(OCC(=O)C(C)(C)C)c12`?
aGlu spleen mod: 2.9%; GAA inh: 0.9%; GAA glycogen mod: -0.6%; HTT aggregate: 1.9%; CBFb RUNX1 block: 0.8%; HTT ATP protect: -53.5%[inhibitor]; LMNA splice mod: -25.0%[46 µM]

What do the screens show for `COC(=O)c1ccc(CO/N=C/c2ccc(OC)cc2)o1`?
aGlu spleen mod: 4.2%; GAA inh: 3.4%; GAA glycogen mod: -12.2%; HTT aggregate: 7.4%; CBFb RUNX1 block: 9.8%; HTT ATP protect: -27.8%; LMNA splice mod: 25.3%[46 µM]
